# PV pol inh: poliovirus RNA polymerase inhibition; P03300; poliovirus polymerase elongation, fluorescence polarization; active compounds read low; % elongation, % (compound at 16.7 µg/mL); actives 0.66% (n = 150,000); AID 588519; in the data active = % elongation below about 90%; note: some results filed as inactive read as strong as hits
# Target sequence (P03300 1749-2209 limits assumed): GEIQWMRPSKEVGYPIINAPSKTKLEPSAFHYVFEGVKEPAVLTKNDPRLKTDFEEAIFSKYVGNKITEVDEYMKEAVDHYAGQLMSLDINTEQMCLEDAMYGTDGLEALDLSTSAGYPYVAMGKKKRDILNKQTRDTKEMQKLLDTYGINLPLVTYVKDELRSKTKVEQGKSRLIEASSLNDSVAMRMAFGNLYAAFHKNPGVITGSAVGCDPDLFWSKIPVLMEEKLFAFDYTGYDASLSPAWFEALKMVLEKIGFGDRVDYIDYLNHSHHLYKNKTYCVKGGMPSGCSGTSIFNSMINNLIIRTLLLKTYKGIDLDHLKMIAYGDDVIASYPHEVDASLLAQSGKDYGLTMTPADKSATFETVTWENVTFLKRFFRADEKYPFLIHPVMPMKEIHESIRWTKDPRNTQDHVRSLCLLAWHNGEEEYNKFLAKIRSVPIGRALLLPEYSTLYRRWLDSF
# PV pol inh FP z-score: further read-out of PV pol inh, marked with its call; z-score; measured here: FP z-score; hits read low
# Numbers without * were called inactive.
Structure,PV pol inh FP z-score,PV pol inh
CCOC(=O)c1ccc(NC(NC(=O)OC)(c2ccccc2)C(F)(F)F)o1 (stereo not given),0.1,102.0
COc1cccc(NC(=O)c2ccc(C)cc2)c1,-0.7,100.0
CC(C)c1ccccc1N=C1SCCN1C,-0.3,99.0
COc1cc(Cl)c(C)cc1NC(=O)COC(=O)CCC1CCCC1,0.2,103.0
N#C/C(=C\c1cc(Br)cs1)c1cccs1,0.1,102.0
CCc1ccc(OCC(=O)N(Cc2ccco2)Cc2ccccc2Cl)cc1,-0.6,104.0
CC1=NN(c2ccccc2)C(=O)C1/C=C1\SC(=S)N(CC2CCCO2)C1=O (stereo not given),0.3,106.0
CC(=O)N1CCCC1c1nc2ccccc2n1Cc1c(F)cccc1Cl (stereo not given),0.5,110.0
CCC(=O)C1=C(c2ccc(OC)c(OC)c2)N(C(=O)CC)n2c(nnc2-c2ccc(C)cc2)S1,0.6,109.0
C=CCN(Cc1nc(-c2ccc(C)cc2)no1)C(=O)C(C)(C)C,1.6,105.0

# (listing goes on)
Structure,PV pol inh FP z-score,PV pol inh
Cc1csc(SCC(=O)Nc2cc(C(C)(C)C)nn2-c2ccccc2)n1,-0.3,101.0
COc1ccccc1CN1CCC(CNC(=O)c2cnn(-c3ccc(Cl)cc3)c2C2CCN(C(=O)OC(C)(C)C)CC2)CC1,0.7,112.0
CN(C(=O)Cn1nnc2ccccc2c1=O)C1CCCCC1,-0.2,101.0
CCC(Sc1nnc2sc3ccccc3n12)C(=O)O (stereo not given),-0.1,101.0
COc1ccc2nc3sc(C(=O)NCCc4ccc(Cl)cc4)cc3cc2c1,0.2,113.0
CC(=O)N(Cc1ccc(F)cc1)Cc1nc2ccccc2c(=O)[nH]1,0.1,102.0
CC(Sc1nnnn1C)c1ccccc1Cl (stereo not given),-0.2,101.0
NC(=O)c1ccccc1NC(=O)CN1c2ccccc2S(=O)(=O)c2ccccc21,1.7,112.0
CS(=O)(=O)N1N=C(c2cccs2)CC1c1ccccc1F (stereo not given),0.5,104.0
Cc1[nH]c2ccc(-c3nnc(SCC(=O)N4c5ccccc5CCc5ccccc54)o3)cc2c1C,0.3,103.0

# Reprinted at random: 3 compounds from above.
Structure,PV pol inh FP z-score,PV pol inh
CN(C(=O)Cn1nnc2ccccc2c1=O)C1CCCCC1,-0.2,101.0
Cc1[nH]c2ccc(-c3nnc(SCC(=O)N4c5ccccc5CCc5ccccc54)o3)cc2c1C,0.3,103.0
CC(=O)N(Cc1ccc(F)cc1)Cc1nc2ccccc2c(=O)[nH]1,0.1,102.0

# (cont.)
Structure,PV pol inh FP z-score,PV pol inh
Cc1ccc(NC(=O)CC2SC(=O)N(CN3CCCCC3)C2=O)cc1 (stereo not given),-0.3,100.0
CCOc1ccccc1N(C)S(=O)(=O)c1c(/C=C/N(C)C)noc1C,-0.3,99.0
CCN(CC)c1nc(-c2ccc(F)cc2)cc(C(F)(F)F)n1,-0.2,98.0
O=C(O)CCCn1cc(NC(=O)Cc2ccccc2)cn1,-0.7,100.0
O=C(CN1CC(=O)Oc2ccccc21)OCC(=O)c1ccc(F)cc1,0.4,103.0
Cc1ccc(CN(C(=O)COc2ccc(C(C)C)cc2)C2CCS(=O)(=O)C2)o1 (stereo not given),-0.3,111.0
COc1ccc(NC(=O)CC2C(=O)N(c3ccccc3)C(=O)N2C(C)C)cc1 (stereo not given),-0.5,99.0
COc1cccc(C(=O)Nc2ccc3oc(-c4cccc5c(Br)cccc45)nc3c2)c1,0.7,107.0
O=C(CO/N=C/c1cccs1)N1CCN(c2ccccc2)CC1,-0.3,100.0
O=C(CC1CCCC1)Nc1ccc(S(=O)(=O)C(F)F)cc1,0.9,109.0

# Next records follow:
Structure,PV pol inh FP z-score,PV pol inh
CCOC(=O)C1=C(C)NC(C)=C(C(=O)OCC)C1C(=O)OCC(=O)N1CCCc2ccccc21,0.1,103.0
COc1ccccc1NC(=S)N(C)CCO,0,103.0
CCC(C(=O)NC1CCCC1)N(C(=O)Cn1nnc(-c2cccs2)n1)c1cnc2ccccc2c1 (stereo not given),-0.4,101.0
CCOC(=O)c1cc(-c2ccc(C#N)cc2)nn1-c1ccc(S(N)(=O)=O)cc1,-0.2,105.0
O=C(CCNc1ccc(Oc2ccccc2)cc1)c1ccco1,0.7,102.0
CC1CCCCC12NC(=O)N(CN1CCN(S(=O)(=O)c3ccc4c(c3)OCCCO4)CC1)C2=O (stereo not given),-0.6,97.0
CCOc1ccc(OCC)c(C2C(Cc3ccccc3)N3c4ccccc4C=CC3C2(C#N)C#N)c1 (stereo not given),2.6,130.0
COc1ccc2c(CC(=O)OCC(=O)Nc3cc(C(F)(F)F)ccc3N3CCOCC3)coc2c1,0.3,104.0
Cc1cccc(NC(=O)CNC(=O)Cc2ccc3c(c2)OCCO3)c1C,4.8,137.0
CCOC(=O)Cn1c(=O)n(C2CCCCC2)c2nc(-c3ccc(C(C)C)cc3)nc(C(N)=O)c21,-0.4,105.0

# (more compounds)
Structure,PV pol inh FP z-score,PV pol inh
CO[C@H]1O[C@H](CO)C(=O)C(O)=C1N,-0.2,102.0
CC(=S)Nc1ccc2c(c1)OCO2,-2.3*,72.0*
CC(C)c1cccc(C(C)C)c1NC(=O)Cc1cccs1,-0.3,102.0
O=C(CSc1nc2nn(-c3ccccc3)c(=O)c-2c2n1CCCCC2)Nc1ccc2c(c1)OCO2,-0.1,102.0
FC(F)(F)C12CC(c3ccccc3)=NCCN1CCN2 (stereo not given),-0.5,99.0
C1=CCC2NC(C1)Cc1ccccc12 (stereo not given),0.2,103.0
Clc1ccc(-c2nc3c4cnn(-c5ccccc5Br)c4ncn3n2)c(Cl)c1,0.1,117.0
CCc1ccc(-c2cc3c(=O)n(CC(=O)NC4CCCC(C)C4C)nc(C)n3n2)cc1 (stereo not given),-0.4,103.0
COc1cc(C(=O)CSc2nccc(C)n2)cc(OC)c1OC,0.1,102.0
CS(=O)(=O)Nc1ccccc1C(N)=O,-0.3,99.0

# (list continues)
Structure,PV pol inh FP z-score,PV pol inh
Cc1nc2ccccc2c(=O)n1-c1ccc(C(=O)NC(C)c2ccccn2)cc1 (stereo not given),-5*,34.0*
CC1CCN(c2nc3ccccn3c(=O)c2/C=N/NC(=O)c2ccccc2)CC1,0.2,103.0
CC(C)[C@@H](C(=O)O)N1Cc2ccccc2C1=O,0.7,102.0
CC(C)NC(=O)c1ccc(OC2CSC2)cc1,0.7,103.0
CSc1nn(Cc2ccccc2)c(N)c1S(=O)(=O)c1ccccc1,-0.1,101.0
CCOC(=O)C1CCN(C(=O)CCN2C(=O)c3ccccc3Sc3ncccc32)CC1,0,102.0
CCSc1ncc2c(c1C#N)CCC2,0.4,103.0
CCOC(=O)N1CC=C(c2c(C)[nH]c3ccccc23)CC1,0.1,102.0
CCC(=O)N1CCc2cc(Br)cc(S(=O)(=O)N3CCN(c4ccc(C(C)=O)cc4)CC3)c21,0.2,105.0
COC(=O)C1SC(C)SCC1=O (stereo not given),0.3,103.0

# The list continues.
Structure,PV pol inh FP z-score,PV pol inh
CC(=O)Nc1nonc1-c1nnc(SCC(=O)Nc2ccccc2Cl)n1C,0.6,109.0
CC(C)CNc1cc(C(C)C)c(C#N)c2nc3ccccc3n12,-0.1,102.0
CN(C)S(=O)(=O)c1ccc(S(=O)(=O)N2CCN(C=O)CC2)cc1,1.2,105.0
Cc1ccc(NC(=O)N(Cc2ccc3c(c2)OCO3)C2CCN(Cc3ccccc3)CC2)cc1Cl,1.6,120.0
c1ccc(-c2nnc(Cc3cn4ccsc4n3)o2)cc1,0,103.0
Cc1ccc2nc(-c3cc(NC(=O)c4ccc5c(c4)OCCO5)ccc3Cl)oc2c1,-0.3,103.0
Cc1ccc(NC(=O)C2CCN(c3nn4c(=O)cc(C)nc4s3)CC2)cc1,0.1,109.0
S=C(NCCN1CCOCC1)N1CCC(Cc2ccccc2)CC1,-0.1,102.0
CCN1CCC(N(Cc2ccco2)C(=O)Nc2cccc(C(F)(F)F)c2)CC1,0,102.0
COc1ccc2c(c1)C(C)CC(C)(C)N2C(=O)CSc1ncn[nH]1 (stereo not given),0.6,105.0

# The results go on.
Structure,PV pol inh FP z-score,PV pol inh
Cc1ccc(NC(=O)C(=O)NCC(c2ccc3c(c2)OCO3)N2CCOCC2)c(C)c1 (stereo not given),1,112.0
Cc1cc(-c2ccc(S(=O)(=O)NCCN3CCCC3)s2)n[nH]1,-2.1,98.0
CCOc1ccc(-c2nnc(SCC(=O)Nc3cc(C)ccc3OC)o2)cc1,0.3,109.0
C#C[C@]1(O)CCC2C3CCC4=Cc5oncc5C[C@]4(C)C3CC[C@@]21C (stereo not given in full),-0.2,99.0
COc1ccc(-c2cc(C(F)(F)F)nc(SCCC(=O)Nc3ccc(O)cc3)n2)cc1,0.6,107.0
CN(C(=O)COc1ccccc1)c1nc(-c2ccccc2)cs1,0.6,103.0
CS(=O)(=O)Nc1ccc(C(=O)N2CC(=O)Nc3ccccc32)cc1,0.1,102.0
CCN1C(=O)C2(c3ccccc31)c1c(oc3ccccc3c1=O)C(=O)N2CC1CCCO1 (stereo not given),0.2,102.0
CN(C)C=C1C(=O)CC(c2ccc(Cl)cc2)CC1=O (stereo not given),0.1,102.0
Cc1ccc(-c2nnc(Nc3ccc(O)cc3)c3ccccc23)cc1S(=O)(=O)N1CCCCC1,-0.1,103.0

# The results go on.
Structure,PV pol inh FP z-score,PV pol inh
Cc1ccc(S(=O)(=O)c2nc(S(C)(=O)=O)sc2NC2CCS(=O)(=O)C2)cc1 (stereo not given),-0.9,94.0
Cc1noc2ncnc(N3CCCC(C(=O)Nc4ccc5c(c4)OCO5)C3)c12 (stereo not given),1,103.0
Cn1c(=O)c(-c2nc(C(C)(C)C)cs2)cn(-c2ccccc2)c1=O,0.2,103.0
Cc1ccc(C)c(S(=O)(=O)/N=C(\c2ccccc2)N(C)C)c1,0.5,104.0
COC(=O)c1sc(NC(=O)COc2ccc(OC)cc2)c(C#N)c1C,-3*,83.0*
N#C/C(=N\Nc1cccc(Cl)c1)C(=O)c1ccco1,0.1,102.0
O=C(COC(=O)/C=C/c1ccccc1)NC1CC1,0.8,107.0
O=S(N=C(c1ccccc1)c1ccccc1)c1ccccc1 (stereo not given),0.3,101.0
O=C(CCc1ccc(S(=O)(=O)N2CCCCCC2)cc1)NC1=NCCS1,-0.1,102.0
Cc1[nH]c2ccccc2c1/C=N\NC(=O)Cn1nnc(-c2ccccc2)n1,0.1,102.0

# Following part.
Structure,PV pol inh FP z-score,PV pol inh
COc1ccc(-n2ncc3c2ncn2nc(COc4ccccc4C)nc32)cc1,-1.7,98.0
COc1ccc(C(=O)N(Cc2cc(OC)c(OC)c(OC)c2)C2CCS(=O)(=O)C2)cc1Cl (stereo not given),0.9,111.0
CCOc1ccc(CN2CCN(Cc3ccc4c(c3)c3ccccc3n4CC)CC2)cc1,-0.4,102.0
CN1C(=O)/C(=C\c2ccc(Cl)cc2Cl)OC1=S,0.3,102.0
O=C1CCC(C(=O)Nc2sc3c(c2-c2nc4ccccc4[nH]2)CCCC3)=NN1,1.3,110.0
CC1=CC(C)C2C(=O)N(Cc3ccc[n+](C)c3)C(=O)C2C1 (stereo not given),0.2,101.0
Cc1cccc(C(=O)Nc2nc(-c3nnn(-c4cc(F)ccc4F)c3C)ns2)c1,1.4,113.0
Cc1ccc2nc(-c3cccc4ccccc34)[nH]c2c1,0.3,104.0
CC(=O)N1CCC(N(C(=O)Nc2ccc(C)c(C)c2)C(C)C)CC1,-0.3,100.0
NCC1OC(OC2C(N)CC(N)C(OC3OC(CO)C(O)C(N)C3O)C2O)C(N)CC1O (stereo not given),0,99.0

# The final six records of the section before come first, to join the parts.
Structure,PV pol inh FP z-score,PV pol inh
O=C1CCC(C(=O)Nc2sc3c(c2-c2nc4ccccc4[nH]2)CCCC3)=NN1,1.3,110.0
CC1=CC(C)C2C(=O)N(Cc3ccc[n+](C)c3)C(=O)C2C1 (stereo not given),0.2,101.0
Cc1cccc(C(=O)Nc2nc(-c3nnn(-c4cc(F)ccc4F)c3C)ns2)c1,1.4,113.0
Cc1ccc2nc(-c3cccc4ccccc34)[nH]c2c1,0.3,104.0
CC(=O)N1CCC(N(C(=O)Nc2ccc(C)c(C)c2)C(C)C)CC1,-0.3,100.0
NCC1OC(OC2C(N)CC(N)C(OC3OC(CO)C(O)C(N)C3O)C2O)C(N)CC1O (stereo not given),0,99.0
CCOC(=O)N1CCC(N2Cc3cccc(C(=O)NCCCN4CCCC4=O)c3C2=O)CC1,-0.7,99.0
O=C(NCc1ccccc1Cl)c1cnc2sc(N3CCOCC3)nn2c1=O,-1.9,98.0
CC(c1cccs1)N(Cc1ccco1)C(=S)Nc1cc(F)cc(F)c1 (stereo not given),0.2,101.0
Cc1cn2c(=O)c(S(=O)(=O)Nc3ccc(N4CCOCC4)cc3)c(C)nc2s1,0.2,107.0
O=C(NCCN1Cc2ccccc2C1=O)Nc1cccc(Cl)c1,-0.4,99.0
Cc1ccc(CNC(=O)c2oc3ccc(S(=O)(=O)N4CCC(C)CC4)cc3c2C)cc1,1.2,109.0
O=c1nc(NC2CCCC2)ccn1Cc1cccc(Br)c1,0.4,106.0
CC(C)(C)c1nc2c(o1)OC(N)=C(C#N)C2c1ccc(Cl)cc1Cl (stereo not given),-0.1,103.0
CCn1cc2c(n1)-c1c(oc(C(=O)NCc3cccnc3)c1C)CC2,-2,96.0
C=C[C@]1(C)C=C2CC[C@@H]3[C@](C)(CCC[C@@]3(C)C(=O)O)[C@H]2CC1O (stereo not given in full),-0.6,98.0

# (cont.)
Structure,PV pol inh FP z-score,PV pol inh
C#CCOC(=O)Nc1nc(C)oc1C(F)(F)F,-0.1,100.0
CCc1ccc(-n2c(SCc3nnc(-c4cccs4)o3)nc3ccccc3c2=O)cc1,0.5,105.0
COc1ccc(/C=N/n2c(C)cc(C)cc2=O)cc1,0.2,102.0
CCOC(=O)c1c(C)c(C(=O)N2CCCCCC2)c(C)n1C,0.9,102.0
CCCCNc1oc(-c2ccc(COc3ccccc3C)o2)nc1C#N,0.5,109.0

# Some of the compounds tested; count on the stated rates, not on these rows.
